Assay outcomes deposited in PubChem by several laboratories.
ssDAF-12 act = S. stercoralis DAF-12 nuclear receptor activators, primary screen, cell-based, luminescence, HEK293, GRIP1 co-expression, lit1-tk-luc. hit rate 1% among 370,000. AID 652126, 2013. HEK293 ssDAF-12/GRIP1 lit1-tk-luc reporter; % of 3 µM dafachronic acid response. activation, % at 6.8 µM;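 active = activation above the mean over all tested compounds plus 3 SD, cut at about 0.9% in these data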;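 also: 0% = DMSO-only wells and 100% = 3 µM delta7-dafachronic acid wells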
PLCg1 inh = PLC-gamma1 enzyme inhibitors, primary screen, biochemical, fluorescence, purified enzyme; AID 720700, 2013; hit rate 0.84% among 370,000; inhibition, % at 12.2 µM; fluorogenic substrate; 1-phosphatidylinositol 4,5-bisphosphate phosphodiesterase gamma-1 (Homo sapiens), P19174; in the data active = inhibition above about 9.5%
hcDAF12 agonist = H. contortus DAF-12 nuclear receptor activators, primary screen, cell-based, luminescence, HEK293, lit1-tk-luc reporter | HEK293 hcDAF-12 lit1-tk-luc reporter; 0% DMSO, 100% Δ7-dafachronic acid | activation, % at 6.8 µM | hit rate 1.4% among 370,000 | AID 652067, 2013;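 active = activation above the mean of all tested compounds plus 3 SD, cut at about 5.5% in these data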;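 also: 100% = response to 3 µM Δ7-dafachronic acid high control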
DAX1 inh-1 = DAX1 (NR0B1) inhibitors, primary screen, cell-based, HEK293, Gal4-DAX1, luciferase luminescence. HEK293 Gal4-DAX1 luciferase reporter. inhibition, % at 6.75 µM. hit rate 0.99% among 340,000. AID 504766, 2011;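 active = inhibition above the mean over all tested compounds plus 3 SD, cut at about 4.2% in these data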;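 also: 0% = DAX1-transfected cells with DMSO and 100% = empty-vector control cells with DMSO; inhibition shows as a rise in luminescence from relieved DAX1 repression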
SMARCA2 act = SMARCA2 (BRM) function activators, primary screen, cell-based, luminescence, high throughput. MG213 cells, MMTV-luciferase reporter, dexamethasone, overnight. activation, % at 9.1 µM. hit rate 1% among 370,000. AID 652017, 2013; in the data active = activation above about 7.8%;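 also: 0% = vehicle wells and 100% = reference activator wells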
Rev-erbA mod = modulators of Rev-erb alpha DNA binding, primary screen, biochemical, FITC-DNA, fluorescence polarization, uHTS | Rev-erbα–FITC-DNA binding, 90 min | activity, % at 10 µM | hit rate 0.79% among 370,000 | AID 1259318, 2017;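 active = activity above about 14%, limit read from the data; passing the limit was not always enough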;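 also: 0% = DMSO wells with 35 nM protein and 100% = DMSO wells with 750 nM protein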
Target sequence (P20393 whole entry, looked up): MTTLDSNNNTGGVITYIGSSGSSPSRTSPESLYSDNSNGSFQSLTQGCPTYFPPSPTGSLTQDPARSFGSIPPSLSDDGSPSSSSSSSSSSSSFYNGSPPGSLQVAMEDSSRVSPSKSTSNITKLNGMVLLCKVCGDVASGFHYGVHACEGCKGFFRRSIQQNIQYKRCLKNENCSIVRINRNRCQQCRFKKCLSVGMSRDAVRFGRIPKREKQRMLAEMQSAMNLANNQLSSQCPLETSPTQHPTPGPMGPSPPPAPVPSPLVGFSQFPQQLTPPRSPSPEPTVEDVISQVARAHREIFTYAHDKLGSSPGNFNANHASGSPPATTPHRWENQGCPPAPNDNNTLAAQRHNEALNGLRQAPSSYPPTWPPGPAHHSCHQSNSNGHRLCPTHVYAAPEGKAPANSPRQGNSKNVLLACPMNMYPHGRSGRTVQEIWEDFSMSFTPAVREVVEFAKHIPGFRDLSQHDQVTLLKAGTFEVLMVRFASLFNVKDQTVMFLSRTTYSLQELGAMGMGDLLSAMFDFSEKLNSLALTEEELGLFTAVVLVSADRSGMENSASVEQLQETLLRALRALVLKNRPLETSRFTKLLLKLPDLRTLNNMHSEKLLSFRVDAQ
ADAM17 inh = ADAM17 inhibitors, primary screen, biochemical, QFRET. inhibition, % at 6.95 µM. recombinant ADAM17, EDANS/DABCYL FRET peptide cleavage. hit rate 0.83% among 370,000;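 active = inhibition above the mean of compounds lying between control limits plus 3 SD, set per campaign, cut at about 8.5% in these data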;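 also: 0% = DMSO-only wells as the low control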
DAX1 inh-2 = DAX1 (NR0B1) inhibitors on StAR promoter, primary screen, cell-based, luminescence, SF-1 (NR5A1), full-length DAX-1 | HEK293T StAR-luciferase reporter, SF-1/DAX-1 repression relief | inhibition, % at 6.8 µM | hit rate 1.1% among 370,000 | AID 652010, 2013;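 active = inhibition above the mean over all tested compounds plus 3 SD, cut at about 3.6% in these data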;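 also: 0% = DAX-1 cells with DMSO and 100% = cells lacking DAX-1 with DMSO; higher inhibition means more luminescence from relief of DAX-1 repression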
MBD2 DNA inh = inhibitors of MBD2 binding to methylated DNA, primary screen, biochemical, TR-FRET, DNA-binding domain, human; Methyl-CpG-binding domain protein 2 (Homo sapiens), Q9UBB5; MBD2 binding to methylated oligonucleotide; inhibition, % at 4.4 µM; hit rate 0.31% among 370,000; AID 686964, 2013; in the data active = inhibition above about 13%
Target sequence (Q9UBB5 whole entry, looked up, the tested form may be a part): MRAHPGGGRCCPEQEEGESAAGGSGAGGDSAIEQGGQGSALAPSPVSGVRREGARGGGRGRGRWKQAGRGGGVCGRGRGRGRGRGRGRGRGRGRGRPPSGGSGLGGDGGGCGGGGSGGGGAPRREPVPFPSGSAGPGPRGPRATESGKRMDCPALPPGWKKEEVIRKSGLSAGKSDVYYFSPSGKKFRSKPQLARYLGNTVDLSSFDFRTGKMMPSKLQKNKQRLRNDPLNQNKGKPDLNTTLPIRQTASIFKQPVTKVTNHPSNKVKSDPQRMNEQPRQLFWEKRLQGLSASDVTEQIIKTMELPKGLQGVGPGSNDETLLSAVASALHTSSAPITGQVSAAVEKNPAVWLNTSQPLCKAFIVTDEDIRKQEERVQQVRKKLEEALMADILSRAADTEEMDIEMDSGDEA
hgDAF12 agonist = H. glycines DAF-12 receptor agonists, primary screen, cell-based, luminescence, HEK293, GAL4 fusion, UAS-luciferase | Nuclear hormone receptor DAF-12 (Heterodera glycines), GAL4 fusion | activation, % at 6.8 µM | hit rate 1.8% among 370,000 | HEK293 GAL4-hgDAF12 UAS-luciferase reporter, agonist luminescence; normalized to butyrate control | AID 687014, 2013;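 active = activation above a cutoff set at the mean of all screened compounds plus 3 SD, cut at about 10% in these data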;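 also: 0% = DMSO wells and 100% = sodium butyrate wells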
PLCb3 inh = human PLC-beta3 inhibitors, primary screen, biochemical, fluorescence. hit rate 0.18% among 370,000. AID 720704, 2013. Purified PLC-beta3, fluorogenic substrate. inhibition, % at 12.2 µM; in the data active = inhibition above about 11%;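 also: 0% = median of compound wells on plate and 100% = full blocker control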
Numbers without * were called inactive; i = inactive; · = no result given.

SMILES	ssDAF-12 act	PLCg1 inh	hcDAF12 agonist	DAX1 inh-1	SMARCA2 act	Rev-erbA mod	ADAM17 inh	DAX1 inh-2	MBD2 DNA inh	hgDAF12 agonist	PLCb3 inh
N#CCCN(C(=O)CN1CCN(S(=O)(=O)c2ccc(Cl)s2)CC1)c1ccc(F)cc1	-0.8	4	3.1	0.4	-4	-4	0	-0.2	6	-1.2	-2
COC(=O)COc1cc(Cl)c(C=O)cc1OC	-1.9	-5	-1.2	0.2	-1	4	-3	-0.1	0	0.3	-3
Cc1cc(C)c(S(=O)(=O)Nc2cccc3nsnc23)c(C)c1	-1.8	-49	0.3	-0.8	1	4	2	-0.5	2	-2.2	-62
COc1cccc(CNC(=O)C2CCN(S(=O)(=O)c3ccc4c(c3)NC(=O)CO4)CC2)c1	-1.5	-2	-0.4	0.0	0	-2	-3	-0.5	-1	-1.1	-8
CCOC(=O)c1cnc(SC)nc1Oc1cccc(NC(=O)c2ccc(Cl)cc2)c1	-1.2	8	0.1	-1.3	0	2	-3	-0.4	-1	1.2	0
COc1ccc(-c2nc(C(=O)NCC3CCCO3)cc3c2[nH]c2ccccc23)cc1 (stereo unspecified)	-2.0	-39	-3.7	-3.9	1	0	-76	-4.4	1	-7.7	-52
O=C(N[C@@H]1C/C=C\C[C@@H](CC(=O)N(CCO)Cc2ccccc2)C(=O)N[C@H](Cc2ccccc2)COC1=O)OCC1c2ccccc2-c2ccccc21	-1.6	0	-1.5	0.4	-2	-1	-2	-0.3	-4	0.0	1
CCC(=O)Nc1ccc(C(=O)CSc2nc3ccc(C)cc3[nH]2)cc1	-0.2	-4	2.0	0.0	3	-4	-2	0.9	2	5.7	-4
Cc1ccc(C(=O)CCNc2ccc(Br)cc2)o1	-0.6	4	0.0	0.3	5	4	-1	1.1	0	1.0	3
CCn1c(=O)c(=O)n(CC)c2cc(S(=O)(=O)Nc3cccc(OC)c3)ccc21	-1.1	2	-1.0	0.3	-4	0	-3	0.3	0	-1.1	-2
CC(OC(=O)c1cccc(-n2cnnn2)c1)c1nc2ccccc2c(=O)[nH]1 (stereo unspecified)	-1.6	2	0.9	-0.6	-1	8	2	0.2	0	0.0	-6
Cc1ccc([C@H]2C[C@H](n3cc(C4CC4)nn3)[C@@H](O)CN2Cc2cccs2)cc1	-0.3	1	-0.4	-0.1	2	0	3	-0.5	-5	2.2	0
CC(=O)c1cnn(-c2cc(Oc3ccc(F)cc3)ncn2)c1C	-0.9	3	-0.7	0.4	0	1	0	-0.2	-4	0.6	4
CC1(C)CSC(=NCc2ccccc2)N1C(=O)c1cccc([N+](=O)[O-])c1	-1.7	0	-1.2	1.6	-1	-1	-1	0.0	-8	-0.2	3
CCC(=O)c1ccc(OCC(=O)NCCc2ccccn2)cc1	-1.0	1	-0.8	0.9	0	1	-1	-0.6	-3	-1.1	-4
COc1ccc(S(=O)(=O)N2CCOCC2)cc1NC(=O)/C=C/c1ccc(F)cc1	-0.6	1	-0.5	0.7	-1	-3	2	-2.1	-3	1.4	-4
CCC(NC(=O)c1cc(COc2ccc(F)cc2Cl)on1)c1ccncc1 (stereo unspecified)	-1.4	-4	-3.0	-1.1	-3	-4	-2	-5.9	5	-2.4	-11
CCOC(=O)C1(Cc2ccccc2Cl)CCN(C(=O)c2cnccn2)CC1	-0.2	2	0.9	1.9	5	1	-4	2.4	0	16*	0
O=C(Nc1ccc(Cl)cc1F)C1CC(=O)N(Cc2ccco2)C1 (stereo unspecified)	-0.2	-2	-1.8	0.9	2	-11	-3	-0.2	0	2.0	-2
CC(=O)c1sc(NC(=O)c2cccc(C)c2)nc1C	0.3	-7	5.4	7.0*	7	2	-1	4.6*	0	20*	-9
COCCNCC(=O)NC12CC3CC(CC(C3)C1)C2	-1.0	1	-0.1	1.1	-2	2	-2	-0.6	6	0.7	4
COc1cc(N=c2ssnc2Cl)cc(OC)c1OC	-1.1	-7	-2.4	0.2	0	-2	-3	-0.4	5	-0.6	-7
Cc1nnc(Nc2ccccc2)n(N)c1=O	-1.2	-2	-1.9	0.5	1	-6	-3	-0.4	0	0.9	2
CCN(CC)CCN(C(=O)CCOc1ccccc1)c1nc2ccc(F)cc2s1	-0.5	2	2.4	-0.1	1	-7	-4	0.5	-5	1.5	-9
O=C(N/N=C/c1ccc(O)cc1)c1cc[n+](Cc2ccccc2)cc1	-1.4	3	2.0	0.5	-1	-2	3	-0.4	4	-4.0	5
CC(C)(C)c1ccc(S(=O)(=O)NCc2ccc(C(=O)NCC3CCCO3)cc2)cc1 (stereo unspecified)	-0.9	1	-0.8	0.4	-3	4	3	-1.4	-3	1.1	-1
C[n+]1cccc(C(=O)NCC2CCCO2)c1 (stereo unspecified)	-1.1	2	-1.8	0.9	-1	7	-3	-0.3	4	-0.8	1
O=C1CN(C(=O)NCC(=O)N2CCCC2)c2ccccc2N1	-0.9	-2	-0.2	0.3	-2	1	2	-0.1	1	3.5	-4
COc1cccc(C(=O)N2CCN(Cc3ccccc3[N+](=O)[O-])CC2)c1	-1.6	1	-0.7	-1.4	-4	9	-5	0.2	3	-3.4	2
Cc1cc(=O)c2ccccc2[nH]1	-0.3	-2	-1.1	1.4	-1	·	-7	-0.5	3	2.1	0

Filtered by structure: those above with a thiophene ring, fused or not (2)
SMILES	ssDAF-12 act	PLCg1 inh	hcDAF12 agonist	DAX1 inh-1	SMARCA2 act	Rev-erbA mod	ADAM17 inh	DAX1 inh-2	MBD2 DNA inh	hgDAF12 agonist	PLCb3 inh
N#CCCN(C(=O)CN1CCN(S(=O)(=O)c2ccc(Cl)s2)CC1)c1ccc(F)cc1	-0.8	4	3.1	0.4	-4	-4	0	-0.2	6	-1.2	-2
Cc1ccc([C@H]2C[C@H](n3cc(C4CC4)nn3)[C@@H](O)CN2Cc2cccs2)cc1	-0.3	1	-0.4	-0.1	2	0	3	-0.5	-5	2.2	0

New compounds follow.
SMILES	ssDAF-12 act	PLCg1 inh	hcDAF12 agonist	DAX1 inh-1	SMARCA2 act	Rev-erbA mod	ADAM17 inh	DAX1 inh-2	MBD2 DNA inh	hgDAF12 agonist	PLCb3 inh
COc1ccc(CN2CCC(n3nccc3NC(=O)c3cccc(F)c3)CC2)cc1O	-0.5	3	0.4	-0.1	0	-3	-5	-1.3	3	0.4	-3
C[C@@H](O)C(C(=O)N1CCNCC1)n1cc([C@@H](N)CCCCN)nn1 (stereo partly specified)	-0.6	7	-0.8	0.8	1	1	3	0.1	-3	0.9	8
CCOC(=O)c1cn(Cc2ccccc2)nn1	-1.8	1	1.1	0.2	0	-3	-3	-0.1	2	-0.3	2
CSc1cccc(NC(=O)c2ccccc2N(C)S(C)(=O)=O)c1	-1.8	8	-1.6	1.1	0	-3	0	0.0	3	-2.1	1
CCc1ccc2c(c1)[C@]1(C(=O)N2)[C@@H]2C(=O)N(Cc3ccccc3)C(=O)[C@@H]2[C@@H]2CCCN21	-1.6	-4	-0.6	-0.1	-1	-2	1	-0.4	-2	0.5	-7
O=C1NCCN(Cc2cccc(Oc3ccccc3)c2)C1CC(=O)N1CCCO1 (stereo unspecified)	-2.1	-51	-2.1	-2.3	-4	0	-20	0.1	6	-2.1	-88
Cn1cc(NC(=O)Nc2ccc(C(F)(F)F)cc2)c(C(F)(F)F)n1	-1.7	4	-1.3	-0.2	-6	-4	1	0.2	1	2.2	6
CC1CCN(c2nc(-c3ccncc3)nc3ccccc23)CC1	-1.7	-28	-2.1	-1.0	-3	6	-1	-1.5	-4	0.2	-34
C/C(=N/NC(=O)c1ccc(NC(=O)c2ccc(F)cc2)cc1)c1ccccc1	-1.4	-7	-1.3	-1.9	-2	-1	-6	-0.8	6	-2.1	-8
CCCC1(C(=O)O)NC(c2cccc(OC)c2O)C2C(=O)N(c3ccccc3)C(=O)C21 (stereo unspecified)	-1.0	2	-0.3	1.9	1	-7	0	0.1	-1	-1.9	-2
CC(C)(C)c1cc(-c2ccco2)c(C#N)c(SCC#N)n1	-1.7	-19	-2.9	0.4	0	6	-5	0.2	2	-2.6	-14
Oc1cccc(C=NNc2ccccn2)c1	-0.4	-1	-2.4	3.6	-1	-2	-1	1.8	1	4.2	-2
COc1ccc(-n2nc(C(=O)NCC(=O)N3CCCCCC3)c3ccccc3c2=O)cc1Cl	-0.6	-20	-1.1	-1.6	-2	7	-5	-0.2	1	-1.3	-39
O=C(CNCC1CCCO1)Nc1ccccc1-n1cccc1 (stereo unspecified)	0.2	3	4.2	0.0	6	-6	-7	0.5	-3	-0.5	0
COC(=O)C1=C(C)OC(N)=C(C#N)C1c1ccccc1F (stereo unspecified)	-0.6	-6	-0.7	0.0	2	0	-4	0.3	-5	-1.7	-6
COc1cc(CCC(=O)OCC(=O)Nc2cccc(S(N)(=O)=O)c2)cc(OC)c1OC	-0.7	0	-1.0	0.7	0	1	-2	-0.4	4	-2.0	1
Fc1ccc(-n2nnc(-c3ccccc3Br)n2)cc1	-1.9	1	-2.1	3.6	-3	2	-1	-0.9	5	0.6	-7
Cc1ccc2nc(-c3sc4nc(C)ccc4c3N)[nH]c2c1	3.2*	-420	14*	-2.4	5	-3	-185	5.8*	-9	15*	i
COc1ccc(N2C(=O)CCC(C(=O)NCCCN3CCC(C)CC3)C2c2ccc(OC)c(OC)c2)cc1 (stereo unspecified)	-1.9	0	-0.5	0.8	-1	1	-3	1.7	-3	-0.3	-4
CC(=O)c1sc(N/N=C\c2ccc(N(C)C)cc2)nc1C	0.3	-318	2.8	4.5*	5	-2	-5	2.5	-5	14*	-374
O=C(CN1CCC(n2nnc3cc(F)ccc32)CC1)NNC(=O)c1ccccc1	-1.6	0	-2.6	-0.3	-3	-4	0	-0.2	4	0.4	1
Cc1cccnc1NC(=O)CN1C(=O)COc2ccc(Cl)cc21	-0.7	0	0.2	0.3	0	3	-1	0.1	-2	-1.1	-4
Cn1c(=O)oc2cc(S(=O)(=O)N3CCN(Cc4ccc5c(c4)OCO5)CC3)ccc21	-0.7	0	-1.0	-0.5	1	0	-3	-0.2	0	-0.1	-16
CC1Oc2ccccc2C=C1/C=N\NC(=O)c1cccnc1 (stereo unspecified)	-0.8	-214	2.3	·	-1	0	-49	0.3	-8	4.7	-319
CCOC(=O)C1=C(COC(=O)/C=C/c2cccc(OC)c2)NC(=O)NC1C (stereo unspecified)	-0.7	-71	-0.8	0.9	1	2	-37	0.4	2	0.1	-432
